Screening results as filed in PubChem BioAssay.
KB-3-1 cytotox: KB-3-1 parental cell cytotoxicity. KB-3-1 viability, CellTiter-Glo ATP luminescence, 72 h. 400,000 tested, 1.4% active. Potency, µM (titrated, usually from 46.1 µM), for inactives: at the top dose activity change, negative = cytotoxic, hits mostly cytotoxic; note: potency is the fitted concentration of half-maximal effect; % is set by controls: 0 for no effect and ±100 for the full control effect; nearly all actives have a fitted effect of over 60% in size
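Parental KB-3-1 viability, qHTS format: 72 h compound exposure, 37 °C; CellTiter-Glo; media-only wells and DMSO plates as controls; concentration-effect fits on corrected data.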
HEK293 tox: cytotoxicity in counter-screen for GLP-1R inverse agonists | HEK293 cAMP-luciferase reporter cells, luminescence, 24 h | Potency, µM (doses to about 38.3 µM), for inactives: at the highest dose activity change, negative = inhibition, hits mostly inhibitors | 410,000 tested, 0.13% active | AID 624418;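 note: loss of luciferase light is scored as toxicity; potency is the fitted concentration of half-maximal effect; % is set by controls: 0 for no effect and ±100 for the full control effect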
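Cells in DMEM/10% Nu serum/1% pen-strep, 1536-well format. Pre-incubated 12 h, dosed with 23 nL compound, incubated a further 24 h. Luciferase detection, 12 min at room temp, luminescence.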
SW480 rereplic: induces DNA re-replication in SW480 colon adenocarcinoma cells; SW480 DNA re-replication, Hoechst DNA content imaging, 48 h; Potency, µM (top dose mostly 46.1 µM), for the others: top-dose re-replication activation, hits mostly activators; 340,000 tested, 1.8% active; AID 624297; note: potency is the fitted concentration of half-maximal effect; % of control where 0% means no effect; nearly all actives have a fitted effect of over 55% in size
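SW480 cells exposed to compounds for 48 hr at 37 C, 5% CO2, then Hoechst-stained 40 min. Nuclear DNA content imaged by fluorescence scanning (405 nm excitation, 500-530 nm emission); re-replication scored as increased high-intensity nuclei.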
KB-V1 cytotox: KB-V1 MDR subline cytotoxicity; Potency, µM (series often up to 46.1 µM), for the others: at the top dose activity change, negative = cytotoxicity, actives largely listed as cytotoxic; KB-V1 MDR cells viability, CellTiter-Glo, 72 h; 400,000 tested, 3.4% active; note: potency is the fitted concentration of half-maximal effect; % is set by controls: 0 for no effect and ±100 for the full control effect; nearly all actives have a fitted effect of over 60% in size
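Cytotoxicity via CellTiter-Glo luminescence after 72 h compound exposure at 37 degrees C. Cells: drug-selected KB-V1 line, DMEM phenol-red free plus 10% FBS. Compounds tested at multiple concentrations; normalized data fitted to concentration-effect curves.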
MCF10A rerep: inducers of DNA re-replication in MCF 10A breast cells; MCF 10A DNA re-replication, Hoechst nuclear intensity, 48 h; Potency, µM (highest dose often 46.1 µM), without a hit: at the highest dose activity, positive = re-replication, usual class: activators; 350,000 tested, 2.9% active; AID 624296; note: potency is the fitted concentration of half-maximal effect; % of control where 0% means no effect; nearly all actives have a fitted effect of over 50% in size
HT1080NT lethal: kills 2HG-producing HT-1080-NT fibrosarcoma cells; AID 686970; Potency, µM (highest dose often 46.1 µM), inactives show at the top dose activity, negative = less viability, most hits filed as cytotoxic; 360,000 tested, 1.6% active; HT-1080-NT fibrosarcoma viability, CellTiter-Glo ATP luminescence, 48 h;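 note: NT is the 2HG producing partner of a matched IDH1 knockdown line; potency is the fitted concentration of half-maximal effect; 0% = DMSO-treated cells and -100% = media-only wells without cells; nearly all actives have a fitted effect of over 55% in size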
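Fibrosarcoma NT cells, 750 per well in 5% FBS RPMI, were exposed to compound for 48 hours. Viability: CellTiter-Glo luminescence.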
HT1080 IDH1KD tx: toxicity to HT-1080 IDH1 knockdown cells (counter line); HT-1080 IDH1 knockdown viability, ATP luminescence, 48 h; Potency, µM (series often up to 46.1 µM), inactives show top-dose activity, negative = toxicity, hits mostly cytotoxic; 360,000 tested, 2% active; AID 686971;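 note: potency is the fitted concentration of half-maximal effect; 0% = DMSO wells and -100% = cell-free medium wells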
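Assay cells: HT-1080 with IDH1 knockdown, 750 per well, RPMI/5% FBS. Exposure: 48 h at 37 °C following 2 h pre-incubation. Read: CellTiter-Glo luminescence; fitted concentration-response, curve class assigned.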
DRD3 agonist: activates the human D3 dopamine receptor; P35462; D3R DiscoveRx beta-arrestin cells, luminescence, 90 min; max activation, %; 410,000 tested, 0.58% active; AID 652048; in the data active = max activation above about 30%; note: 0% is about no effect; mostly tested at two doses, the higher about 12 µM
Target sequence (P35462 whole entry, looked up): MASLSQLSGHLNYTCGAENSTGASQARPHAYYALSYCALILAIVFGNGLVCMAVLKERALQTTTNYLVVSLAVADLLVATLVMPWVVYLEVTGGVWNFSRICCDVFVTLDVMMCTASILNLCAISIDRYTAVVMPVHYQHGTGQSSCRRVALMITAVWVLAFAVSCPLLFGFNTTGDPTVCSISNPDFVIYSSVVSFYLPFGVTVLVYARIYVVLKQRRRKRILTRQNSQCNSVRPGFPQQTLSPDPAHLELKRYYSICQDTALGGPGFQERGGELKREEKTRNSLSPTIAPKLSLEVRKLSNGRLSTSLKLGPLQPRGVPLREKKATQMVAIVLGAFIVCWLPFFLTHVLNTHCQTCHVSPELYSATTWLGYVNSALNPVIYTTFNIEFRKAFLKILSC
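Agonist-mode cell screen: cells plated at 1500/well and incubated overnight at 37 °C, then exposed to library compounds for 90 min at 37 °C. Detection reagent was added for 30–60 min at room temperature, and luminescence was read.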
IL1B secr inh: inflammasome signaling inhibition, IL-1 beta readout; THP-1 LPS/ATP IL-1B secretion, AlphaLISA, 16 h; active compounds read low; activity change, % at 57.5 µM; 360,000 tested, 4.7% active; in the data active = activity change below about -50%; inconclusive = mostly about -30% to -49%; note: % is set by controls: 0 for no effect and ±100 for the full control effect
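Secreted IL-1B measured by AlphaLISA bead assay after 16 h compound exposure of THP-1 cells; compounds (final up to 57.5 uM) added 1 h before LPS (250 ng/mL) and ATP (1.25 mM) stimulation; lower signal means less secretion.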
Starred values were filed as active, the others as inactive; ? = inconclusive; . = no result given; & = joins results of further samples; [ ] = another dose, or the depositor's remark. Unless noted, calls come from the whole dose curve; as a rule, active = well fitted curve in the direction sought with a large enough effect; inconclusive = small, poorly fitted or top-dose-only effect, or another doubt; inactive = no such curve, though single readings can be large; an effect the other way counts as inactive or inconclusive.

SMILES	KB-3-1 cytotox	HEK293 tox	SW480 rereplic	KB-V1 cytotox	MCF10A rerep	HT1080NT lethal	HT1080 IDH1KD tx	DRD3 agonist	IL1B secr inh
CCCCCC(=O)Nc1nc(C)c(-c2csc(Nc3cc(Cl)ccc3C)n2)s1	-14.5%	5.2%	-3.4%	0.0%	-4.1%	?	?	13.9	5.8
COc1cccc([C@@H]2CC=C(C(=O)O)[C@H](c3ccc(F)cc3)N2S(=O)(=O)c2ccc(C)cc2)c1	18.8%	8.9%	-0.8%	17.1%	-10.0%	4.1%	0.1%	4.4	38.9
Cc1ccc(SCCNC(=S)Nc2ccc(C)c(C)c2)cc1	?	?	?	?	14.6µM*	-10.7%	-7.0%	-3.6	-28.0
CCOc1ccc(NC(=S)NCc2ccc3c(c2)OCO3)cc1	0.0%	12.0%	-55.4%[inhibitor]	1.1%	0.0%	0.4%	-0.1%	-0.5	-13.6
COc1ccc(Cl)c2sc(N(CCN(C)C)C(=O)c3ccc4c(c3)OCCO4)nc12	10.4%	-4.4%	?	3.6%	3.9%	-25.2%	-13.2%	-15.6	-95.6*
CC(=O)N[C@@H](Cc1c[nH]c2ccccc12)C(=O)OCC(=O)Nc1ccc(S(=O)(=O)N(C)C)cc1	-1.0%	3.9%	8.1%	-4.6%	-14.2%	-2.4%	-0.8%	2.5	?
CCOC(=O)N1CCN(C(=O)CSc2ccc(-c3ccccc3)nn2)CC1	10.2%	5.8%	-0.9%	?	3.9%	3.9%	-2.6%	-14.4	7.8
CCCCNCCCOc1ccc(C)cc1Br	?	-26.1%	4.0%	-10.5%	-2.0%	-13.2%	-26.9%	0.3	.
Cc1nc2cc(C(F)(F)F)ccc2n1C1CCN(CC(=O)N2CCCC2)CC1	0.3%	1.7%	-56.8%[inhibitor]	?	?	6.8%	4.1%	-4.8	-7.8
CCn1c(NC(=O)C(C)C)c2ccccc2nc1=O	3.0%	5.3%	-13.6%	0.0%	-0.6%	15.4%	9.2%	-1.0	23.3
CN(Cc1ccc(OC(F)F)cc1)C(=O)c1cccc(S(=O)(=O)N2CCN(Cc3ccccc3)CC2)c1	14.6µM*	-12.1%	-68.4%[inhibitor]	?	-16.4%	-21.7%	-17.0%	-10.1	-59.8*
O=C(CCc1nc2sc3c(c2c(=O)[nH]1)CCCC3)Nc1ccccc1Cl	13.6%	4.1%	?	0.1%	-20.7%	13.4%	5.6%	-0.4	52.7
CCN(CC)S(=O)(=O)c1ccc2c(c1)c(=O)c(C(=O)N1CCN(c3cccc(C)c3)C(C)C1)cn2C (stereo not given)	-20.4%	-8.9%	.	-9.6%	.	.	.	-10.2	.
CCOc1ccc(-c2n[nH]c(C(=O)NN)c2C)cc1	3.3%	-16.5%	-3.1%	0.0%	0.8%	-17.6%	-13.1%	0.2	-10.0
CSc1cccc(NC(=O)c2sc3nc4n(c(=O)c3c2C)CCC4)c1	16.1%	-2.2%	4.8%	-26.8%	4.9%	14.2%	-1.5%	-2.8	?
COc1cc(OC)cc(C(=O)Nc2ccc(S(=O)(=O)Nc3cc(C)nc(C)n3)cc2)c1	1.7%	2.6%	.	-4.4%	.	.	.	0.9	.
CCOc1c2ccc(C(=O)NCc3ccc(C(F)(F)F)cc3C(F)(F)F)cc2nn1C	2.3%	-9.1%	2.9%	0.2%	24.5%	-15.0%	-27.8%	-15.7	-51.1*
COc1ccc(/C=N/Nc2nncc3ccccc23)c(OC)c1	-5.7%	-9.2%	-0.6%	-18.2%	12.9%	7.8%	12.0%	-8.6	-15.9
O=C(c1ccc(CS(=O)(=O)c2c(Cl)cccc2Cl)o1)N1CCN(c2ccccc2)CC1	-29.4%	-1.1%	.	-10.7%	.	.	.	-13.3	.
O=C(N/N=C/c1ccccc1Br)c1cccc(S(=O)(=O)N2CCOCC2)c1	5.7%	1.4%	6.5%	-4.6%	10.4%	-2.8%[9.24 µM]	3.5%	-2.4	27.3
Cc1cccc(NC(=O)CSc2nsc(SCC(=O)Nc3cccc(C)c3)c2C#N)c1	-0.8%	-12.9%	-103.6%[inhibitor]	0.5%	-1.4%	-16.9%	2.1%	-1.3	-1.9
C[C@@H]1NS(=O)(=O)[C@H]2C[C@@H]3C=C[C@]2(O3)[C@H]1OC(=O)c1ccccc1Br	6.4%&4.2%	1.6%	?	-11.3%&-9.2%	3.3%	4.8%	2.0%	-0.3	-0.1
COc1ccc(C(=O)N/N=C(\C)CC(=O)Nc2ccc3c(c2)OCO3)cc1	2.2%	2.5%	-11.2%	0.0%	9.2%	-4.6%	-10.0%	-10.7	-14.1
CC(Oc1ccc2ccc(=O)oc2c1)C(=O)NCCN1CCOCC1 (stereo not given)	1.1%	1.1%	25.8%	-5.2%	?	-1.7%	-0.1%	3.2	12.7
CCOc1ccc(N(CC(=O)NCc2ccc(F)cc2)C(=O)c2ccco2)cc1	-16.9%	9.8%	-2.0%	16.4µM*	7.7%	-13.9%	-11.5%	-23.6	-7.5
COc1ccc(-n2c(N)cc(=O)nc2SCC(=O)NC2CCCCC2)cc1	3.5%	-1.1%	1.4%	-2.3%	-0.3%	1.6%	1.2%	-5.7	4.5
COc1ccc(NC(=O)c2ccccc2)c([N+](=O)[O-])c1	14.1%	-7.1%	?	?	?	-7.8%	-16.7%	2.7	-8.0
COc1ccc(N2CCN(CCNC(=O)C3CC(=O)N(C4CCCC4)C3)CC2)cc1 (stereo not given)	-9.5%	-6.1%	-1.6%	-5.1%	3.2%	2.5%	9.4%	4.4	27.9
O=C(CSc1nc(C(F)(F)F)cc(=O)[nH]1)Nc1nccs1	2.9%	-3.5%	-0.3%	?	1.5%	-2.9%	1.6%	-9.7	-1.6
Cc1nc(NC(=O)C23CC4CC(CC(C4)C2)C3)sc1Cc1ccc2c(c1)OCO2	?	-10.3%[1.53 µM]	?	?	?	-1.0%	-12.1%	-6.6	56.9
CC(=O)N1CCN(C(=O)c2ccc(Oc3ccccc3)cc2)CC1	-18.3%	16.2%	-21.6%	-25.9%	-11.9%	12.8%	22.6%	-1.3	23.5
CC1(C)SC[C@H](C(=O)Nc2cccc(Cl)c2)N1C=O	6.8%	1.7%	-1.7%	14.6%	-3.3%	-6.2%	-0.7%	5.6	-19.8
C=CCOc1ccc(/C=N/NC(=O)c2cc3c(OC)cc(OC)cc3[nH]2)cc1	-18.4%	-0.6%	-5.0%	-32.7%	11.5%	?	?	8.8	-17.9
CC(C)N=C(NC#N)SCc1ccc(Br)cc1	0.9%	-7.4%	-5.3%	0.0%	2.7%	2.3%	2.9%	-2.8	-15.0
O=C(O)c1ccc(S(=O)(=O)N2CCCC2)cc1	11.5%	1.6%	-24.6%	12.3%	0.3%	16.6%	17.5%	-3.3	17.5
COc1cc(C=O)c(Br)cc1OCC(=O)NCc1ccccc1	-0.1%	-17.6%	8.3%	-15.0%	-2.6%	0.8%	?	-1.7	-25.7
Cc1ccc(S(=O)(=O)N(C)c2ccc(OCC(=O)Nc3ccc(C(=O)N(C)C)cc3)cc2)cc1C	16.1%	-0.4%	-7.5%	0.0%	0.4%	0.6%	-0.2%	-3.2	11.3
CN(Cc1c(F)cccc1Cl)C(=O)CNC(=O)c1sc2ccccc2c1Cl	4.5%	-0.7%	9.7%	?	16.6%	-2.2%	-5.5%	-1.0	-51.8*
COc1cccc2c(C)c(C(=O)O)[nH]c12	1.1%	18.1%	1.6%	24.9%	?	-4.8%	-0.7%	-0.4	19.0
Nc1nc(Nc2cccc(Cl)c2)sc1C(=O)c1ccc(F)cc1	2.3%	3.4%	.	-13.2%	.	.	.	-19.4	.

Next part; the last 4 above are carried over.
SMILES	KB-3-1 cytotox	HEK293 tox	SW480 rereplic	KB-V1 cytotox	MCF10A rerep	HT1080NT lethal	HT1080 IDH1KD tx	DRD3 agonist	IL1B secr inh
Cc1ccc(S(=O)(=O)N(C)c2ccc(OCC(=O)Nc3ccc(C(=O)N(C)C)cc3)cc2)cc1C	16.1%	-0.4%	-7.5%	0.0%	0.4%	0.6%	-0.2%	-3.2	11.3
CN(Cc1c(F)cccc1Cl)C(=O)CNC(=O)c1sc2ccccc2c1Cl	4.5%	-0.7%	9.7%	?	16.6%	-2.2%	-5.5%	-1.0	-51.8*
COc1cccc2c(C)c(C(=O)O)[nH]c12	1.1%	18.1%	1.6%	24.9%	?	-4.8%	-0.7%	-0.4	19.0
Nc1nc(Nc2cccc(Cl)c2)sc1C(=O)c1ccc(F)cc1	2.3%	3.4%	.	-13.2%	.	.	.	-19.4	.
N#C/C(=C\Nc1ccc(Cl)cc1)S(=O)(=O)c1ccccn1	-2.0%	-1.9%	-2.5%	12.5%	-1.5%	-18.9%	-9.9%	-0.2	-1.5
O=C(NCC(=O)N1CCN(Cc2ccccc2)CC1)c1cccs1	14.9%	4.1%	-19.2%	-11.8%	24.7%	-0.5%	0.7%	-0.3	-1.2
Cc1ccc(S(=O)(=O)N(C)C)cc1NC(=O)CCc1ccccc1	2.3%	0.2%	3.2%	-1.0%	-1.7%	9.1%	8.8%	-14.8	12.9
CCc1nc2c(OCC(=O)c3ccc(Cl)cc3Cl)cccn2c1N(C)C(=O)c1ccncc1	-0.1%	-13.3%	.	3.7%	.	17.8%	0.0%	-4.3	2.8
CCOc1ccc(/C(C)=N\NC(=O)Cc2ccccc2)cc1	17.1%	3.5%	-29.7%	-4.7%	4.9%	-2.4%	-1.4%	2.9	-8.9
COc1cccc(C2Nc3ccc4ccccc4c3C3=C2C(=O)CCC3)c1O (stereo not given)	-6.9%	-0.5%	-2.6%	8.8%	?	?	-11.2%	4.8	27.3
CCCNC(=O)C(=O)N/N=C/c1cccs1	-0.6%	17.7%	-3.4%	1.6%	-1.1%	9.2%	9.6%	-10.7	-4.9

An unsorted share of the library (roughly 11% active in at least one column).
